# GPR7 antagonist: blocks human GPR7 receptor signaling | GPR7-expressing cells, fluorescence antagonist assay | 290,000 tested, 1.1% active | P48145 | inhibition, % at 4.4 µM; in the data active = inhibition above about 16%, passing the limit was not always enough;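 note: cells stimulated with the agonist NPW; 0% = agonist with vehicle and 100% = vehicle without agonist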
# Target sequence (P48145 whole entry, looked up): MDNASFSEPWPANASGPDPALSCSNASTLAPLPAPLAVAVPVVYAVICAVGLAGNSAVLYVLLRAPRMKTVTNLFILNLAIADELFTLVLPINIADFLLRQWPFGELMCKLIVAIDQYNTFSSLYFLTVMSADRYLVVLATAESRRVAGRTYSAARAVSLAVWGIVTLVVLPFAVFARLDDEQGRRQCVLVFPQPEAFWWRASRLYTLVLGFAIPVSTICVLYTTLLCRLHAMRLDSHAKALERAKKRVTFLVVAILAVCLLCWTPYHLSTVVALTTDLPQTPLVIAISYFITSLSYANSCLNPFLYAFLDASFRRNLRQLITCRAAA
# MEKK2 mut-MEK5: signal of MEK5 binding to mutant human MEKK2 PB1 domain; bead flow cytometry, Alexa488-MEK5 binding to MEKK2 mutant; percent response, % at 10 µM; 290,000 tested, 0.35% active; in the data active = percent response above about 24%, passing the limit was not always enough; note: inactives centre near 1; some results filed as inactive read as strong as hits
# PfM18AAP inh: blocks P. falciparum M18 aspartyl aminopeptidase | inhibition, % at 7.35 µM | 290,000 tested, 1.2% active | recombinant PfM18AAP, H-Glu-NHMec fluorogenic cleavage;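 active = inhibition above the campaign mean inhibition over all tested compounds plus 3 SD, cut at about 28% in these data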;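 note: 0% = plate median of test compound wells and 100% = 2 mM ZnCl2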
# V1R ag counter: counter-screen for oxytocin receptor agonists: human V1a receptor agonists; CHO-V1R cells, Fluo-8 calcium fluorescence, agonist mode; 0% DMSO, 100% 3 nM vasopressin; 320,000 tested, 0.25% active; activation, % at 3 µM; AID 2797;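 active = activation above the mean activation of all tested compounds plus 3 SD, per screening run, cut at about 20% in these data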;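 note: signal is peak over basal fluorescence ratio across a 100 second FLIPR read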
# Target sequence (P37288 whole entry, looked up): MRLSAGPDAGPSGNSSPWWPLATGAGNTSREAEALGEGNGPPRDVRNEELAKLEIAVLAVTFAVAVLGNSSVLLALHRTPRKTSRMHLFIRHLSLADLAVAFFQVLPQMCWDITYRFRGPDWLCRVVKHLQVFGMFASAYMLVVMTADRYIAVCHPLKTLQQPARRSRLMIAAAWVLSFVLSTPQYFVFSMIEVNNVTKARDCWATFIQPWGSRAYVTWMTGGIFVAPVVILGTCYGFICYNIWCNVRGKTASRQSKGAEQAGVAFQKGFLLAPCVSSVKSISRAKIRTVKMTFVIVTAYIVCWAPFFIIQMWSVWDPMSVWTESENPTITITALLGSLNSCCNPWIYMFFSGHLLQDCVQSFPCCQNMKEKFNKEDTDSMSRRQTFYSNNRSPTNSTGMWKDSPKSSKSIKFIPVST
# GalR3 antagonist: antagonists of human GalR3; O60755; HEK293 GalR3-CNG cAMP membrane potential fluorescence; galR3 body fused to GalR1 C-terminus; inhibition, % at 3 µM; 360,000 tested, 0.44% active;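 active = inhibition above the screen-wide average plus 3 SD, cut at about 13% in these data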;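 note: forskolin and galanin both at EC90 stimulate the cells; cAMP rise reported by CNG channel membrane potential dye signal; 0% = forskolin plus galanin with DMSO and 100% = forskolin alone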
# Target sequence (O60755 1-299 limits assumed): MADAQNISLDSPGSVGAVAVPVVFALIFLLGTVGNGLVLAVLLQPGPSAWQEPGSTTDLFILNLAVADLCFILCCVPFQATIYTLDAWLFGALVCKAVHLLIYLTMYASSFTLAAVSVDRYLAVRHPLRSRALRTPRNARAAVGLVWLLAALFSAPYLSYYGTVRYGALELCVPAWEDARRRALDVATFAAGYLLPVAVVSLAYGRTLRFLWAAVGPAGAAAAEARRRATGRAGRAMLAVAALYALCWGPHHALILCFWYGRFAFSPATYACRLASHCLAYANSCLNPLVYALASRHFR
# OXTR agonist: agonists of human oxytocin receptor; P30559; CHO-OTR cells, Fluo-8 calcium fluorescence; normalized: DMSO 0%, oxytocin 100%; activation, % at 3 µM; 320,000 tested, 0.32% active; AID 2435;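 active = activation above the mean of all tested compounds plus 3 SD, cutoff set per screening run, cut at about 20% in these data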;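 note: peak over basal fluorescence ratio from a 100 s FLIPR kinetic read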
# NALP1 yeast inh: blocks the NALP1 inflammasome reconstituted in yeast; S. cerevisiae NALP1/ASC/caspase-1 growth, X-gal OD620, 72 h; inhibition, % at 10 µM; 280,000 tested, 0.61% active; AID 2071; in the data active = inhibition mostly above about 24%, no sharp cut-off; inactive = mostly below about 32%; note: some compounds called inactive have numbers as strong as hits
# OXTR potentiate: potentiates the human oxytocin receptor response | activation, % at 3 µM | CHO-OTR cells, Fluo-8 calcium fluorescence, potentiator mode; 0% = oxytocin EC15, 100% = EC100 | P30559 | 320,000 tested, 0.061% active | AID 2445;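 active = activation above that plate's cutoff, the mean activation of tested compounds plus 3 SD, cut at about 6.6% in these data, passing the limit was not always enough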;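 note: 100% uses oxytocin at 75 nM as the full agonist control; some results filed as inactive read as strong as hits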
#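 System: human OTR in CHO cells / Also added: sub-maximal oxytocin, roughly EC15 / Control set: EC15 oxytocin low, 75 nM oxytocin high / Schedule: 6 min compound pre-incubation at room temperature, 100 s kinetic read / Compound: single-point 3.0 µM / Replication: singlicate / Technique: Fluo-8 calcium dye fluorescence / Read-out basis: % activation of max/min ratio relative to oxytocin controls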
# MEKK2 WT-MEK5: raises or lowers MEK5 binding to wildtype human MEKK2 PB1 domain; Q9Y2U5; bead flow cytometry, Alexa488-MEK5 binding to MEKK2 WT; actives lie on both sides; binding response (% of control), % at 10 µM; 290,000 tested, 1.1% active; AID 1531; in the data active = binding response below about 67% or above about 130%
# * = called active by the depositor; nt = no result given.
structure,GPR7 antagonist,MEKK2 mut-MEK5,PfM18AAP inh,V1R ag counter,GalR3 antagonist,OXTR agonist,NALP1 yeast inh,OXTR potentiate,MEKK2 WT-MEK5
CCS(=O)(=O)N1CCN(c2ccc(C(=O)N3CCOCC3)cc2[N+](=O)[O-])CC1,-1.6,-2.0,0.3,0.5,-6.3,0.0,-5.4,-20.4,97.0
O=C(NCCCC(NC(=O)OCc1ccccc1)C(=O)O)OCc1ccccc1 (configuration not stated),-13.7,0.0,0.2,-0.8,6.6,0.1,4.8,-4.4,103.0
COc1cc(NC(=O)c2cccc(COCC(F)(F)C(F)F)c2)cc(OC)c1OC,-4.1,10.0,-1.1,1.7,-1.6,1.1,25.0,-10.0,104.0
CC(C)N(Cc1ccccc1)S(=O)(=O)c1ccc(F)cc1,-9.6,0.0,-1.7,-0.3,-3.1,-2.1,13.8,-15.1,108.0
NC(=O)CC(NC(=O)c1ccccc1)c1ccc(NCc2ccc(F)cc2)c([N+](=O)[O-])c1 (configuration not stated),nt,3.0,nt,0.0,-6.3,-0.2,nt,-10.0,104.0
COc1ccc(CC(=O)Nc2c(C(N)=O)oc3ccccc23)cc1OC,-6.6,-1.0,0.7,7.5,-5.4,4.8,20.4,-9.4,97.0
COCCCNCCCCOc1ccc(Br)cc1Cl,1.1,-1.0,-2.9,1.4,-6.6,4.1,42.4,-4.9,98.0
COc1cccc(CNc2ccc(S(N)(=O)=O)cc2)c1OC,-13.3,-4.0,6.2,1.6,-1.4,2.0,15.4,-8.5,97.0
O=C(NCc1ccccc1)C1=C[C@H](c2coc3ccccc3c2=O)C[C@H](OCc2ccc(CO)cc2)O1,3.3,-5.0,10.7,1.5,-5.3,2.5,-2.8,-1.5,96.0
COc1ccccc1NC(=O)c1nc[nH]c1C(=O)Nc1ccccc1OC,-8.4,2.0,0.8,-0.5,-2.2,-0.4,-12.9,-9.0,102.0
CC1CCN(S(=O)(=O)c2ccc(NC(=O)CN3CCCC3)cc2)CC1,-3.7,6.0,3.5,2.5,-11.0,0.2,8.4,1.9,107.0
Cc1cc(C)nc(/N=C(\N)Nc2ccc(S(=O)(=O)Nc3nccc(C)n3)cc2)n1,-6.9,-9.0,-1.2,0.4,-5.0,-1.7,13.7,-9.4,88.0
COc1cccc(OC)c1C(=O)Nc1cccc(-c2ccc3nncn3n2)c1,-15.2,0.0,4.0,1.2,-5.5,0.1,-7.9,-1.2,106.0
CCOc1ccccc1NC(=O)COC(=O)C(CC(C)C)N1C(=O)C2CC=CCC2C1=O (configuration not stated),12.8,22.0,0.6,0.7,-3.7,-3.3,19.7,-7.9,108.0
Cc1cccc(N2CCN(C(=O)c3ccc(N4CCCC4=O)cc3)CC2C)c1 (configuration not stated),-2.7,0.0,2.2,3.9,-5.4,2.8,7.2,-17.9,105.0
CCCCNC(=O)C1CC(c2c(Cl)cccc2Cl)=NO1 (configuration not stated),-0.4,7.0,-1.2,1.1,0.3,-1.1,4.1,3.7,108.0
CCCCn1c(=O)c(CCC(=O)OCC(=O)NCc2ccc(OC)c(OC)c2)nc2ccccc21,-6.5,-3.0,-3.8,-1.2,-3.6,-1.9,18.3,-5.6,91.0
COC(=O)c1cccc(NS(=O)(=O)c2cccs2)c1C,-13.9,-1.0,-1.7,-1.1,-0.7,-0.5,6.2,-1.5,90.0
CC1CC(C)CN(S(=O)(=O)N2CCC(C(=O)NCCc3ccccc3)CC2)C1 (configuration not stated),9.0,6.0,-3.9,0.1,1.4,0.6,-1.6,-4.2,102.0
CCc1cc(=O)oc2cc(C)cc(OCC(=O)NC3CCN(Cc4ccccc4)CC3)c12,-8.8,2.0,-2.0,0.4,1.9,-0.5,16.7,-1.5,108.0

# Look-ups from the results shown.
# Under GPR7 antagonist, `CCCCNC(=O)C1CC(c2c(Cl)cccc2Cl)=NO1` (configuration not stated) reads -0.4
# Under OXTR agonist, `COC(=O)c1cccc(NS(=O)(=O)c2cccs2)c1C` reads -0.5

# Later entries:
structure,GPR7 antagonist,MEKK2 mut-MEK5,PfM18AAP inh,V1R ag counter,GalR3 antagonist,OXTR agonist,NALP1 yeast inh,OXTR potentiate,MEKK2 WT-MEK5
COc1cccc(CC(NC(C)=O)C(=O)NC2CCN(c3nc(C)cc(C)c3C#N)CC2)c1OC (configuration not stated),-14.3,4.0,-5.3,0.4,0.2,-1.7,3.1,-5.6,111.0
O=C(O)c1cccc(N2C(=O)Nc3ccccc3N2O)c1,1.1,2.0,-0.4,1.2,3.8,0.8,24.3,-5.4,103.0
CCOC(=O)C1(C(=O)OCC)CC1c1ccccc1 (configuration not stated),-8.4,-3.0,-9.9,-0.3,1.2,-1.1,33.5,-11.1,95.0
CCOc1ccc(N=Nc2c(=O)[nH]n3c(=O)c4c([nH]c23)CCCC4)cc1,-11.6,1.0,16.7,0.0,-12.6,-0.5,12.0,-2.9,101.0
CCN(CC)C(=O)C1CCCN(Cc2ccccc2)C1 (configuration not stated),-4.6,5.0,-0.1,0.1,-6.2,1.0,1.6,-2.7,105.0
COC(CNC(=O)c1ccc2c(c1)nc(C)n2-c1cccc(F)c1)OC,7.1,2.0,-7.9,-0.2,-8.2,0.0,14.4,-0.3,101.0
O=S(=O)(c1ccc2nnn(OCc3ccccc3)c2c1)N1CCOCC1,nt,nt,nt,-0.1,-2.0,-1.3,nt,-1.4,nt
COc1ccc(-c2nnc(SCc3ccc(C(=O)O)cc3)n2N)cc1,-8.4,1.0,6.5,0.8,-6.5,1.6,-13.6,-0.3,104.0
CC1CCCN(C(=O)c2cccc(S(=O)(=O)N3CCCC3)c2)C1 (configuration not stated),nt,nt,nt,1.1,-1.6,0.7,nt,4.1,nt
Cc1noc(C)c1S(=O)(=O)NCc1ccc(CN(C)C)cc1,nt,nt,nt,-0.2,0.6,0.7,nt,-4.7,nt
O=S(=O)(NC1CCCCCCC1)c1ccccc1F,-8.1,0.0,3.9,0.1,-4.3,-0.7,13.8,-0.3,98.0
CCCCN(CCCC)c1cn[nH]c(=O)c1Cl,-12.0,4.0,-3.0,0.2,-1.6,-1.9,3.3,-0.6,100.0
CC1(C)Cn2c(nnc2-c2cccc(O)c2)S1,-4.3,2.0,6.0,1.4,-5.4,-0.1,11.0,-2.6,99.0
Cc1nc(NC2=NCN(CCCN3CCOCC3)CN2)nc2c(C)cccc12,4.1,nt,-1.4,0.4,nt,-0.1,3.2,-7.6,nt
Cc1cc(C(=O)O)ccc1NCc1cccnc1,4.9,0.0,-4.6,0.1,-9.3,1.1,4.3,-8.5,103.0
O=[N+]([O-])c1ccc(SCc2c(F)cccc2Cl)nc1,-12.1,-19.0,-9.0,-0.9,-5.1,-3.8,13.9,-11.6,95.0
O=C(Nc1ccc2cn[nH]c2c1)c1ccc(S(=O)(=O)N2CCOCC2)cc1,-9.6,-4.0,6.4,1.4,0.8,1.4,-17.5,-6.1,99.0
CCCCn1c(SC(C)C(N)=O)nc2cc(C(=O)OC)ccc2c1=O (configuration not stated),-23.6,6.0,-1.1,1.0,-0.5,0.1,-8.1,-10.2,105.0
Cc1nc2c(ccc3nc(NC(=O)c4ccc(S(=O)(=O)N(C)C)cc4)sc32)s1,-9.0,-2.0,3.0,0.2,-3.6,1.3,3.8,-11.8,97.0
COC1CCN(C(=O)C2CCC(=O)N(CCc3cccc(F)c3)C2)CC1 (configuration not stated),-7.4,8.0,-4.0,0.5,0.3,0.6,6.2,8.1,112.0
c1ccc(-c2[nH]ncc2CN2CCN(Cc3ccc4c(c3)OCO4)CC2)cc1,-10.6,-5.0,-7.5,1.8,1.9,4.0,11.9,-1.0,96.0
CC(C)=CCCC(C)CN1CCC(n2nccc2NC(=O)c2cccnc2)CC1 (configuration not stated),12.9,9.0,-1.1,0.4,-0.7,-0.2,10.5,-6.8,119.0
COc1ccc(CNC(=O)Cn2cccc2C(=O)c2ccccc2)cc1,-5.4,3.0,-2.7,-1.8,-5.6,-1.7,8.0,-5.5,101.0
CCCCCNC(=O)C(C)Sc1ccc(Cl)cc1 (configuration not stated),-0.5,8.0,-8.6,-1.7,-7.6,-2.4,18.8,3.6,109.0
COc1ccc(C(=O)CSc2nnc3ccccn23)cc1OC,-15.3,-35.0,-3.2,2.9,-5.3,-0.7,-6.2,-11.8,74.0
Cc1nn(CC#N)c(=O)n1-c1ccccc1F,-0.5,1.0,-6.2,1.1,-0.8,2.0,8.3,-0.8,100.0
C=CCNC(=O)c1onc(CSc2cccc(OCC)c2)c1C(=O)O,-9.5,8.0,2.6,0.3,-3.5,-0.8,-3.2,-1.5,116.0
CC(=O)[C@@]1(O)CCC2C3CC[C@H]4C[C@@H](O)CC[C@]4(C)C3CC[C@@]21C (some centres not stated),nt,nt,nt,0.2,-5.3,0.3,nt,-8.5,nt
CCc1ccc(OCC(=O)Nc2ccc(CN3CCCCC3)cc2)cc1,-8.3,2.0,-1.2,1.6,-4.8,2.5,46.7,-14.2,99.0
COc1cc(C(=O)Nc2nc(-c3cc(C)ccc3C)c(C)s2)ccc1OCC(=O)Nc1ccc(F)cc1,0.7,13.0,0.0,1.0,-4.3,0.6,18.2,-4.6,131.0
Cc1ccc2nc(-c3ccccc3)c(CN3CCN(c4ccccc4F)CC3)n2c1,-7.1,-6.0,0.4,-0.2,-5.0,-1.1,24.9,2.5,94.0
CN1C(C)(C)CC(=NOC(=O)c2ccccc2)CC1(C)C,-8.5,2.0,-9.0,0.9,8.5,-0.8,-5.9,-15.5,105.0
O=C(OCC(=O)N1CCCc2ccccc21)c1ccc(F)c(S(=O)(=O)N2CCOCC2)c1,nt,nt,nt,0.7,-2.6,1.1,nt,-9.9,nt
OC(COc1ccccc1)CN1CCCCCC1 (configuration not stated),-5.3,8.0,-6.2,0.0,-4.5,-0.9,-3.9,0.1,109.0
COc1ccc(C2=NN(CCC(=O)NC3CCC(C)CC3)C(=O)CC2)cc1 (configuration not stated),-15.8,0.0,1.8,-0.5,-0.9,-1.5,1.5,3.1,96.0
CC(C)(C)OC(=O)C[C@H]1C/C=C\C[C@H](CC(=O)N[C@H](CO)Cc2ccccc2)C(=O)N[C@@H](Cc2ccccc2)COC1=O,nt,nt,nt,1.1,5.4,0.9,nt,-2.7,nt
CC(=O)N1CCN(c2ccc(Oc3ccc([N+](=O)[O-])c(C(F)(F)F)c3)cc2)CC1,28.8,15.0,-2.7,16.9,nt,11.2,18.0,-14.2,109.0
COc1ccccc1N(C)S(=O)(=O)c1ccc(C(=O)NCC(C)C)cc1,-4.7,0.0,-3.7,0.8,-2.3,0.1,-0.8,-3.9,97.0
CC(C)(C)OC(=O)C(Cc1ccc(OC(C)(C)C)cc1)NC(=O)CNC(=O)OCc1ccccc1 (configuration not stated),-14.5,0.0,9.5,-0.3,-1.6,-2.1,37.6,1.5,95.0

# Source: PubChem BioAssay (several laboratories)
